HKDC1 inh: blocks human hexokinase HKDC1 activity; inhibition, % at 20 µM; 0.16% of 340,000 active; AID 493160; recombinant HKDC1, G6PDH/diaphorase resazurin coupled fluorescence;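 active = inhibition above about 35% when tested at 20 µM, limit read from the data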;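 note: plate controls were DMSO wells with enzyme for no effect and DMSO wells lacking enzyme for full effect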
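Material – in-house recombinant HK5 (HKDC1) enzyme · Quantity – HKDC1 at 5 µg/mL · Buffer or medium – pH 8.0 Tris buffer with 10 mM MgCl2 · Reagent – glucose with 1 mM ATP · Dosing – single 20 µM dose · Times – reaction time 90 min, room temperature, protected from light · Technique – resorufin fluorescence at 613 nm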
PfG6PD inh: PfG6PD (Plasmodium falciparum) enzyme inhibition. PfGluPho enzyme, NADPH resazurin-diaphorase fluorescence. inhibition, % at 20 µM. 0.78% of 350,000 active. AID 504690;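 active = inhibition reaching at least a set limit at 20 µM in the primary screen, cut at about 59% in these data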;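 note: 0% = DMSO wells with substrate and 100% = DMSO wells lacking glucose-6-phosphate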
hIAP block: blocks human intestinal alkaline phosphatase. P09923. 0.12% of 330,000 active. purified IAP, CDP-Star luminescence, 30 min. inhibition, % at 10 µM;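 active = inhibition reaching a set limit with compound at 10 µM in the primary screen, cut at about 35% in these data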;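 note: plate controls were DMSO wells with enzyme for no effect and no-enzyme buffer wells for full effect; values of inactives mirror those of a sister screen read the other way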
Target sequence (P09923 whole entry, looked up): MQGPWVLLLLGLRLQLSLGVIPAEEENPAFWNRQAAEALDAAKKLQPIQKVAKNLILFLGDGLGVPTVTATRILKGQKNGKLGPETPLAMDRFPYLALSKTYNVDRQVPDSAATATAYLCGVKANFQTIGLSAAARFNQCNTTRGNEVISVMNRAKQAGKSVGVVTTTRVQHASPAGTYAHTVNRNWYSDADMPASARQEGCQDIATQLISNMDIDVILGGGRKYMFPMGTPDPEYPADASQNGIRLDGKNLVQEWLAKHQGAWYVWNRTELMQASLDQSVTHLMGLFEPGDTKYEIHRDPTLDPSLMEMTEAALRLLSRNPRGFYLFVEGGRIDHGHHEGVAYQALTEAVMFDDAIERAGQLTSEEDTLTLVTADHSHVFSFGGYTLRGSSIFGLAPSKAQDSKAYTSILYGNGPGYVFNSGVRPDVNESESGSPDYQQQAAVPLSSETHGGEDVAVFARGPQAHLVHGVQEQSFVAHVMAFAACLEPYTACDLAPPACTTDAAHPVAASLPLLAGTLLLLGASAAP
mIAP activ: increases mouse intestinal alkaline phosphatase activity | muIAP, CDP-Star luminescence, 30 min; active compounds read high; 1 = vehicle-only enzyme signal, 0 = enzyme-free wells | activation factor at 10 µM | 0.24% of 330,000 active | AID 2805;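 active = activation factor of at least 2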; note: the source names both 10 and 20 µM as test concentration; values of inactives mirror those of a sister screen read the other way
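Assay system: mouse IAP enzyme / Compound: DMSO-dissolved test compounds / Timing: 30 min, room temperature / Measured by: luminescence from enzymatic CDP-Star hydrolysis / Control set: DMSO-only wells, enzyme-free buffer wells as negative control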
ATG4B inhibitor: blocks human ATG4B protease cleavage of LC3 substrate; Q9Y4P1; ATG4B cleavage of LC3-PLA2, NBD-HPC fluorescence, 1 h; 0.51% of 340,000 active; inhibition, % at 8.33 µM; in the data active = inhibition above about 40%
Target sequence (Q9Y4P1 whole entry, looked up): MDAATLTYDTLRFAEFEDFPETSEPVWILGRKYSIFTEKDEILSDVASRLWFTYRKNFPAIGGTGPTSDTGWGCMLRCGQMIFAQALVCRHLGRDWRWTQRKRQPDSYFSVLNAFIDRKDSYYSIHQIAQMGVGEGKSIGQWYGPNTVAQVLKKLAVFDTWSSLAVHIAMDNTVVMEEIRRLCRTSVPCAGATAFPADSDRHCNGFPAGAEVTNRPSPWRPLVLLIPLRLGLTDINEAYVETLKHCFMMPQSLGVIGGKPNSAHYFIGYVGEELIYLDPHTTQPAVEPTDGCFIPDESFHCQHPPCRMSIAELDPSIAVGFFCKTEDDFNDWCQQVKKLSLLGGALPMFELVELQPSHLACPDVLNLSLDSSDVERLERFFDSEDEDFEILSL
mIAP block: mouse IAP inhibition; purified mouse IAP, CDP-Star luminescence, 30 min; inhibition, % at 10 µM; 0.2% of 330,000 active; AID 2806;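 active = inhibition of at least 40% at 10 µM in the primary screen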;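 note: plate controls were DMSO with enzyme for no effect and no enzyme wells for full effect; values of inactives mirror those of a sister screen read the other way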
A3A deaminase: human APOBEC3A DNA deaminase inhibition. P31941. recombinant A3A, FAM/TAMRA ssDNA deamination fluorescence. inhibition, % at 20 µM. 0.41% of 330,000 active. AID 493011;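 active = at least 40% inhibition at 20 µM here, with at most 30% in a related deaminase screen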;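 note: plate controls were A3A with DMSO for no effect and wells lacking A3A enzyme for full effect; some results filed as inactive read as strong as hits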
hIAP act: human IAP activation | P09923 | purified human IAP, CDP-Star luminescence, 30 min; active compounds read high; 1 = vehicle-only enzyme, 0 = enzyme-free background | activation factor at 10 µM | 0.16% of 330,000 active | AID 2524;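 active = activation factor of the enzyme at least 2-fold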; note: the source names both 10 and 20 µM as test concentration; values of inactives mirror those of a sister screen read the other way
Numbers without * were called inactive. Outcome played no part in choosing rows, and some 2.4% of all compounds hit somewhere here.

`CCOC(=O)C1=C(C)Nc2ccccc2N=C1NC(=O)c1cc(C)on1` gave HKDC1 inh -2, PfG6PD inh -14, hIAP block 3, mIAP activ 1.1, ATG4B inhibitor -8, mIAP block -11, A3A deaminase 1 and hIAP act 0.97.
O=S(=O)(NC(=NC1CCCCC1)c1ccccc1)c1ccccc1 was read as HKDC1 inh 2, PfG6PD inh -6, hIAP block -14, mIAP activ 0.96, ATG4B inhibitor -7, mIAP block 4, A3A deaminase 0 and hIAP act 1.1.
Screening C[C@H](CO)N1C[C@H](C)[C@@H](CN(C)C(=O)Nc2ccc3c(c2)OCO3)Oc2c(NC(=O)Nc3ccccc3)cccc2C1=O returned HKDC1 inh -2, PfG6PD inh 27, hIAP block 10, mIAP activ 1.1, ATG4B inhibitor -12, mIAP block -5, A3A deaminase 0 and hIAP act 0.9.
`COc1ccccc1NC(=O)CN1C(=O)C(C)SC(C)C1=O` (configuration not stated) gave HKDC1 inh -10, PfG6PD inh -14, hIAP block 3, mIAP activ 0.99, ATG4B inhibitor 4, mIAP block 1, A3A deaminase 0 and hIAP act 0.97.
CC(C)OCC(O)CN1CCN(CC(O)COc2ccc3c(c2)OCO3)CC1 (configuration not stated) was read as HKDC1 inh -7, PfG6PD inh -11, hIAP block 13, mIAP activ 1.1, ATG4B inhibitor 1, mIAP block -9, A3A deaminase -1 and hIAP act 0.87.
For COc1ccc(S(=O)(=O)Nc2nc3ccccc3nc2NCc2ccc3c(c2)OCO3)cc1 the results were HKDC1 inh -5, PfG6PD inh -8, hIAP block -2, mIAP activ 0.98, ATG4B inhibitor -13, mIAP block 2, A3A deaminase 0 and hIAP act 1.
`C=CCNC(=O)C1=NOC(CNC(=O)c2c(-c3ccccc3Cl)noc2C)C1` (configuration not stated) gave HKDC1 inh -5, PfG6PD inh -13, hIAP block -11, mIAP activ 1.1, ATG4B inhibitor 8, mIAP block -7, A3A deaminase -2 and hIAP act 1.1.
Screening CC1(C)CC(NC(=O)C2CCCCC2)CC(C)(C)N1 returned HKDC1 inh -7, PfG6PD inh 15, hIAP block -22, mIAP activ 0.97, ATG4B inhibitor -3, mIAP block 3, A3A deaminase -2 and hIAP act 1.2.
`COc1ccccc1NC(=S)NCCSc1ccc(Cl)cc1` gave HKDC1 inh 1, PfG6PD inh -9, hIAP block 7, mIAP activ 1.6, ATG4B inhibitor 8, mIAP block -59, A3A deaminase -1 and hIAP act 0.93.
C=CCn1c(SC(C)C(=O)Nc2ccc(F)c(F)c2F)nnc1C1CC1 (configuration not stated) was read as HKDC1 inh -10, PfG6PD inh 4, hIAP block -4, mIAP activ 0.99, ATG4B inhibitor -3, mIAP block 1, A3A deaminase 0 and hIAP act 1.
C[N+](C)(C)CCN(Cc1ccc(Cl)cc1)c1ccccn1 was read as HKDC1 inh 0, PfG6PD inh -2, hIAP block -21, mIAP activ 1.1, ATG4B inhibitor -4, mIAP block -12, A3A deaminase 58* and hIAP act 1.2.
For Cc1onc(-c2ccccc2Cl)c1C(=O)NC(=S)NCCc1ccccc1 the results were HKDC1 inh -5, PfG6PD inh 0, hIAP block -11, mIAP activ 0.93, ATG4B inhibitor 11, mIAP block 7, A3A deaminase -1 and hIAP act 1.1.

Taken from the results shown (6 entries):
`CCOC(=O)C1=C(C)Nc2ccccc2N=C1NC(=O)c1cc(C)on1` gave HKDC1 inh -2, PfG6PD inh -14, hIAP block 3, mIAP activ 1.1, ATG4B inhibitor -8, mIAP block -11, A3A deaminase 1 and hIAP act 0.97.
O=S(=O)(NC(=NC1CCCCC1)c1ccccc1)c1ccccc1 was read as HKDC1 inh 2, PfG6PD inh -6, hIAP block -14, mIAP activ 0.96, ATG4B inhibitor -7, mIAP block 4, A3A deaminase 0 and hIAP act 1.1.
Screening C[C@H](CO)N1C[C@H](C)[C@@H](CN(C)C(=O)Nc2ccc3c(c2)OCO3)Oc2c(NC(=O)Nc3ccccc3)cccc2C1=O returned HKDC1 inh -2, PfG6PD inh 27, hIAP block 10, mIAP activ 1.1, ATG4B inhibitor -12, mIAP block -5, A3A deaminase 0 and hIAP act 0.9.
`COc1ccccc1NC(=O)CN1C(=O)C(C)SC(C)C1=O` (configuration not stated) gave HKDC1 inh -10, PfG6PD inh -14, hIAP block 3, mIAP activ 0.99, ATG4B inhibitor 4, mIAP block 1, A3A deaminase 0 and hIAP act 0.97.
CC(C)OCC(O)CN1CCN(CC(O)COc2ccc3c(c2)OCO3)CC1 (configuration not stated) was read as HKDC1 inh -7, PfG6PD inh -11, hIAP block 13, mIAP activ 1.1, ATG4B inhibitor 1, mIAP block -9, A3A deaminase -1 and hIAP act 0.87.
For COc1ccc(S(=O)(=O)Nc2nc3ccccc3nc2NCc2ccc3c(c2)OCO3)cc1 the results were HKDC1 inh -5, PfG6PD inh -8, hIAP block -2, mIAP activ 0.98, ATG4B inhibitor -13, mIAP block 2, A3A deaminase 0 and hIAP act 1.

Continuation.
Screening Cc1cccc(CSc2nncc(=O)[nH]2)c1 returned HKDC1 inh -1, PfG6PD inh -13, hIAP block -3, mIAP activ 0.97, ATG4B inhibitor 1, mIAP block 3, A3A deaminase -1 and hIAP act 1.
Screening Cc1ccc(CS(=O)(=O)CCC(=O)NCc2ccccn2)cc1 returned HKDC1 inh -9, PfG6PD inh -6, hIAP block 11, mIAP activ 0.99, ATG4B inhibitor 2, mIAP block 1, A3A deaminase 0 and hIAP act 0.89.
For N#CCCCSc1nnc(-c2ccccn2)o1 the results were HKDC1 inh -6, PfG6PD inh -3, hIAP block -1, mIAP activ 0.99, ATG4B inhibitor -1, mIAP block 1, A3A deaminase 4 and hIAP act 1.
Screening COc1ccc(N(CC(=O)NC2CCCCCC2)S(=O)(=O)c2ccccc2)cc1Cl returned HKDC1 inh -5, PfG6PD inh -8, hIAP block -21, mIAP activ 1.1, ATG4B inhibitor 1, mIAP block -5, A3A deaminase -8 and hIAP act 1.2.
For COc1ccc(N(Cc2cc3cc(OC)ccc3[nH]c2=O)S(=O)(=O)c2ccc(NC(C)=O)cc2)cc1 the results were HKDC1 inh 6, PfG6PD inh 18, hIAP block -10, mIAP activ 1, ATG4B inhibitor -14, mIAP block -2, A3A deaminase -2 and hIAP act 1.1.
For COC(=O)c1c(N(S(C)(=O)=O)S(C)(=O)=O)sc2c1CCN(c1ncc(C(F)(F)F)cc1Cl)C2 the results were HKDC1 inh 4, PfG6PD inh 2, hIAP block -1, mIAP activ 0.98, ATG4B inhibitor -8, mIAP block 2, A3A deaminase -5 and hIAP act 1.
For Cc1ccc(C(=O)c2ccc([N+](=O)[O-])cc2)cc1 the results were HKDC1 inh -11, PfG6PD inh 7, hIAP block 16, mIAP activ 1.1, ATG4B inhibitor -10, mIAP block -6, A3A deaminase -3 and hIAP act 0.84.
Cc1ccc(-c2ccc(=O)n(Cc3cc(C)ccc3C)n2)cc1 was read as HKDC1 inh -3, PfG6PD inh 6, hIAP block 8, mIAP activ 0.94, ATG4B inhibitor 16, mIAP block 6, A3A deaminase 36 and hIAP act 0.92.
Cc1cc(NC(=O)c2ccoc2C)no1 was read as HKDC1 inh -4, PfG6PD inh 21, hIAP block 2, mIAP activ 0.99, ATG4B inhibitor 11, mIAP block 1, A3A deaminase 6 and hIAP act 0.98.
Screening Cc1ccc(NC(=O)COC(=O)c2ccc[n+]([O-])c2)c(Br)c1 returned HKDC1 inh -2, PfG6PD inh -19, hIAP block 2, mIAP activ 1, ATG4B inhibitor -14, mIAP block 0, A3A deaminase -4 and hIAP act 0.98.
For CCCCOC(=O)Nc1nc(C)c(C(=O)OCC)s1 the results were HKDC1 inh -3, PfG6PD inh -10, hIAP block -3, mIAP activ 0.9, ATG4B inhibitor 6, mIAP block 10, A3A deaminase 0 and hIAP act 1.
Cc1ccc2c(C)c(C(=O)N3CCC(O)(c4ccccc4)CC3)oc2c1C was read as HKDC1 inh 0, PfG6PD inh 24, hIAP block 35, mIAP activ 0.97, ATG4B inhibitor 23, mIAP block 3, A3A deaminase -3 and hIAP act 0.65.
For COC(=O)C1(CCSC)NC(c2ccc(OC)cc2OC)C2C(=O)N(c3cccc(C(C)=O)c3)C(=O)C21 (configuration not stated) the results were HKDC1 inh -4, PfG6PD inh -2, hIAP block -11, mIAP activ 0.96, ATG4B inhibitor -5, mIAP block 4, A3A deaminase -2 and hIAP act 1.1.
CCn1c(=O)cc(OCC(=O)Nc2ccccc2C#N)c2ccccc21 was read as HKDC1 inh 3, PfG6PD inh -4, hIAP block 5, mIAP activ 0.97, ATG4B inhibitor -4, mIAP block 3, A3A deaminase -3 and hIAP act 0.95.
Screening O=C(Nc1ccc(Cl)cn1)c1cc(S(=O)(=O)N2CCCCC2)ccc1Cl returned HKDC1 inh -5, PfG6PD inh 6, hIAP block -26, mIAP activ 0.99, ATG4B inhibitor -9, mIAP block 1, A3A deaminase 2 and hIAP act 1.3.
Screening CCOC(=O)N1CCC(NC(=O)CCc2c(C)nc3nc(C)nn3c2C)CC1 returned HKDC1 inh -3, PfG6PD inh -2, hIAP block -5, mIAP activ 0.95, ATG4B inhibitor -5, mIAP block 5, A3A deaminase 1 and hIAP act 1.1.
For CC[C@]12c3[nH]c4cc(-c5ccco5)ccc4c3CCN1C(=O)[C@@H](CC(=O)NCc1ccc(OC)c(OC)c1)C[C@@H]2C(=O)N1CCN(C(=O)C2CC2)CC1 the results were HKDC1 inh -1, PfG6PD inh 29, mIAP activ 1.1, ATG4B inhibitor -14, mIAP block -11 and A3A deaminase -2.
For COc1ccc(CC2(CO)CCN(Cc3cnn(-c4ccccc4)c3)CC2)cc1 the results were HKDC1 inh -10, PfG6PD inh -6, hIAP block 4, mIAP activ 0.97, ATG4B inhibitor -11, mIAP block 3, A3A deaminase -1 and hIAP act 0.96.
Screening CC1Cc2ccccc2N1C(=O)COC(=O)c1ccc(O)cc1 (configuration not stated) returned HKDC1 inh -3, PfG6PD inh -7, hIAP block 4, mIAP activ 1, ATG4B inhibitor -2, mIAP block 0, A3A deaminase 1 and hIAP act 0.96.
For COc1ccc(S(=O)(=O)N2CCCCCC2)cc1C(=O)N1CCCC(C(F)(F)F)C1 (configuration not stated) the results were HKDC1 inh -4, PfG6PD inh 4, hIAP block 6, mIAP activ 1, ATG4B inhibitor -2, mIAP block -1, A3A deaminase -1 and hIAP act 0.94.
`Cc1nn(-c2ccc(C(F)(F)F)cn2)c(C)c1Oc1ccccc1O` gave HKDC1 inh 2, PfG6PD inh 0, hIAP block -15, mIAP activ 0.94, ATG4B inhibitor -7, mIAP block 6, A3A deaminase -2 and hIAP act 1.1.
CC(OC(=O)c1cc2sccc2n1C)C(=O)NCc1cccs1 (configuration not stated) was read as HKDC1 inh 10, PfG6PD inh -3, hIAP block -5, mIAP activ 1.1, ATG4B inhibitor 3, mIAP block -11, A3A deaminase -7 and hIAP act 1.1.
For CC(C)(C)c1cc(NCCCn2ccnc2)n2ncc(-c3ccc(Cl)cc3)c2n1 the results were HKDC1 inh 2, PfG6PD inh 34, hIAP block -8, mIAP activ 1.1, ATG4B inhibitor 23, mIAP block -5, A3A deaminase -7 and hIAP act 1.1.
`CC(C)(C)OC(=O)N1CCC[C@H]1c1nnc(SCc2ccccc2F)o1` gave HKDC1 inh -5, PfG6PD inh -9, hIAP block -19, mIAP activ 0.98, ATG4B inhibitor 5, mIAP block 2, A3A deaminase 3 and hIAP act 1.2.
